NPC1 prom act – activators of NPC1 promoter; Huh7 NPC1 promoter luciferase reporter, 24 h; Potency, µM (series often up to 9.22 µM), without a hit: top-dose activation, actives largely listed as activators; 320,000 compounds, 2.4% hits; AID 485313;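 note: potency is the fitted concentration of half-maximal effect; % of control where 0% means no effect; nearly all actives have a fitted effect of over 60% in size; reporter is driven by a mutant NPC1 promoter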
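Huh7 reporter cells (NPC1 promoter driving luciferase) are dosed with compound for 24 h at 37 °C, 5% CO2; luciferase detection reagent is then added and luminescence measured after 10 min at ambient temperature.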
Menin MLL FP TR – displaces Texas Red mutant MLL peptide from human menin. O00255. Menin + Texas Red MLL mutant peptide, fluorescence polarization. Potency, µM (titrated, usually from 61.6 µM), for the others: at the highest dose FP activity change, negative = inhibition, most hits filed as inhibitors. 270,000 compounds, 0.23% hits; active = well fitted inhibition curve with a large enough effect in the polarisation, with a control signal flat, not every such curve was filed as active; inconclusive = small, poorly fitted or top-dose-only effect, or effect the other way, or a change in a side signal; inactive = no such curve, though single readings can be large or run the other way; the % refers to the polarisation; note: potency is the fitted concentration of half-maximal effect; % of control where 0% means no effect; many of its hits are not listed in these tables
RORgamma inh – ROR gamma (mouse) transcription inhibition. P51450. Potency, µM (titrated, usually from 53.6 µM), for the others: at the top dose activity change, negative = inhibition, actives largely listed as inhibitors. Drosophila S2 Gal4-RORgamma UAS-luciferase reporter, 20 h. 310,000 compounds, 5.4% hits; note: potency is the fitted concentration of half-maximal effect; % is set by controls: 0 for no effect and ±100 for the full control effect; nearly all actives have a fitted effect of over 60% in size
Target sequence (P51450 whole entry, looked up, the tested form may be a part): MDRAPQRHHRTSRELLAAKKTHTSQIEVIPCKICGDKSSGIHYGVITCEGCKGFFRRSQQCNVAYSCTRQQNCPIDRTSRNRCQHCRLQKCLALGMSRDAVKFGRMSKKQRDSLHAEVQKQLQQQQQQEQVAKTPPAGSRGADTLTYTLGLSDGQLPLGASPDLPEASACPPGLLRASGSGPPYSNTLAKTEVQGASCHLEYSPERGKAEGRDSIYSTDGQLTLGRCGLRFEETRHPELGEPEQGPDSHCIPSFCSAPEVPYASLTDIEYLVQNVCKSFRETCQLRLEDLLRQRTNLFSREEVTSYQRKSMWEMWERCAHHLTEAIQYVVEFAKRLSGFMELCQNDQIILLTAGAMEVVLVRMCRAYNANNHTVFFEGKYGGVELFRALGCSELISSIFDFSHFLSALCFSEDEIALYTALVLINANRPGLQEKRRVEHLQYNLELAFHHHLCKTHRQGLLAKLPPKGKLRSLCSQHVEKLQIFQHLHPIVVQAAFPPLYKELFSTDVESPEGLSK
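Compounds are pin-transferred onto Drosophila Schneider cells expressing a copper-inducible Gal4–ROR gamma transactivation domain fusion. After 1 hr, copper sulfate is added to 700 uM final; luciferase is read 20 hr later.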
KCNH2 3.1 inh – KCNH2 3.1 (human) potassium channel inhibition. U2OS KCNH2 3.1, thallium flux FluxOr; hits give low values. activity change, % (tested at about 1.8 µM). 340,000 compounds, 0.95% hits;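 active = maximum activity change below -70%; inconclusive = maximum activity change from -70% to -50%; inactive = maximum activity change above -50%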;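 note: thallium influx rate constant from kinetic fluorescence after stimulation buffer; % is set by controls: 0 for no effect and ±100 for the full control effect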
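Measured as rate of thallium-driven FluxOr signal in transduced U2OS cells carrying the 3.1 channel, read kinetically for 2 min upon stimulation; values are rate constants scaled to DMSO control wells.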
MBNL1 CUG block – inhibitors of human MBNL1 binding to CUG repeat RNA; TR-FRET MBNL1-His/biotin-(CUG)12 binding, 665/545 ratio; Potency, µM (highest dose often 57.5 µM), without a hit: at the highest dose activity change, negative = inhibition, usual class: inhibitors; 280,000 compounds, 0.036% hits; AID 2675; active = well fitted inhibition curve with a large enough effect in the signal ratio, with a control signal flat, not every such curve was filed as active; inconclusive = small, poorly fitted or top-dose-only effect, or effect the other way, or a change in a side signal; inactive = no such curve, though single readings can be large or run the other way; the % refers to the signal ratio; note: potency is the fitted concentration of half-maximal effect; % is set by controls: 0 for no effect and ±100 for the full control effect
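Inhibition of protein-RNA binding appears as loss of TR-FRET between terbium anti-His antibody on MBNL1-His and streptavidin-XL665 on biotin-(CUG)12. Activity is normalized to buffer-only and uninhibited-complex controls.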
ELG1 DNA repair – ELG1-dependent DNA repair inhibition; HEK293T ELG1-luciferase reporter, luminescence, 16 h; DNA damage induced by 5-fluorouridine; Potency, µM (doses to about 46.1 µM), without a hit: at the top dose activity change, negative = inhibition, usual class: inhibitors; 330,000 compounds, 2.3% hits; AID 504467; note: potency is the fitted concentration of half-maximal effect; % is set by controls: 0 for no effect and ±100 for the full control effect; nearly all actives have a fitted effect of over 55% in size
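HEK293T cells expressing luciferase-tagged ELG1 (2,000/well) received 5-Fluorouridine plus compound or DMSO for 16 hr at 37 °C. Luciferase was read by ONE-Glo luminescence after 30 min at room temperature.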
Rab9 prom act – activates the Rab9 promoter. Potency, µM (series often up to 9.22 µM), for the others: at the top dose activation, negative = inhibition, usual class: activators. 320,000 compounds, 2.8% hits. AID 485297. Huh7 Rab9 promoter-luciferase reporter, luminescence, 24 h; note: potency is the fitted concentration of half-maximal effect; % of control where 0% means no effect; nearly all actives have a fitted effect of over 60% in size
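Luminescence read-out: Huh7 cells stably expressing Rab9-luciferase, treated 24 h with compound at 37 °C, then lysed with luciferase reagent for 10 min at ambient before reading.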
FLuc modulator – counter-screen for miR-21 project: firefly luciferase inhibitors or activators | Potency, µM (series often up to 57.5 µM), for the others: top-dose activity change, negative = inhibition, actives largely listed as inhibitors | purified FLuc, Km substrates, luminescence inhibition | P08659 | 360,000 compounds, 6.9% hits;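 note: potency is the fitted concentration of half-maximal effect; plate controls were vehicle for no effect and reference inhibitor for full effect; nearly all actives have a fitted effect of over 55% in size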
Target sequence (P08659 whole entry, looked up): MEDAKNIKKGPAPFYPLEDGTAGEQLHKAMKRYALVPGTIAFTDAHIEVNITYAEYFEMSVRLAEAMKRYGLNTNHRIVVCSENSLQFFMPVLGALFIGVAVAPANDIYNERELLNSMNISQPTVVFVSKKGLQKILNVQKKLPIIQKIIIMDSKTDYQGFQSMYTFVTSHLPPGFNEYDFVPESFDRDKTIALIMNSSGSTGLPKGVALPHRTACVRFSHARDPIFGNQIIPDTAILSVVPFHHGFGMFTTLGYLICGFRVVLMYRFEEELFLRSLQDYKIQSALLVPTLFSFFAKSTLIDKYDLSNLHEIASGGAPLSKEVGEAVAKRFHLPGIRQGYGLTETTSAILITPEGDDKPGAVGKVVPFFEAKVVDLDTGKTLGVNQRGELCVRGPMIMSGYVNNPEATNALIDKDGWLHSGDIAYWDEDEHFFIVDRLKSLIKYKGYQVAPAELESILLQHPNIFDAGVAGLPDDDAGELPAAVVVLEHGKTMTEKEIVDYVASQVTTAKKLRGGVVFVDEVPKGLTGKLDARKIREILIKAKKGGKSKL
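Purified P. pyralis luciferase, 10 nM final, with Km-level 10 uM D-luciferin and 10 uM ATP in 50 mM Tris acetate pH 7.5, 10 mM Mg acetate, 0.01% Tween-20, 0.05% BSA; 6-point qHTS titration about 60 µM downward; luminescence read.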
PKM2 activator – increases activity of human pyruvate kinase M2; Potency, µM (series often up to 57.5 µM), inactives show top-dose activation, actives largely listed as activators; 260,000 compounds, 0.34% hits; AID 1631; purified PKM2, Kinase-Glo ATP luminescence, activation; response scale: 0% is enzyme alone, no compound; P14618; note: potency is the fitted concentration of half-maximal effect; % is set by controls: 0 for no effect and ±100 for the full control effect; nearly all actives have a fitted effect of over 55% in size
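hPK-M2, >95% pure; 0.1 mM ADP / 0.5 mM PEP final; imidazole pH7.2 buffer w/ 7 mM MgCl2, 50 mM KCl; 1 h RT; Kinase-Glo lum. Intermediate enzyme activity for dual inhibitor/activator qHTS.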
VP16 counter – counter-screen for ROR gamma inhibitors: Gal4-VP16 reporter | Potency, µM (doses to about 53.6 µM), without a hit: at the highest dose activity, negative = inhibition, most hits filed as inhibitors | AID 2546 | 310,000 compounds, 3.5% hits | Drosophila S2 Gal4-VP16 UAS-luciferase, luminescence, 20 h;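 note: Gal4-VP16 expression switched on by copper sulfate through the metallothionein promoter; potency is the fitted concentration of half-maximal effect; % is set by controls: 0 for no effect and ±100 for the full control effect; nearly all actives have a fitted effect of over 50% in size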
Mito fusion act – mitochondrial division inhibition or fusion activation; Potency, µM (top dose mostly 46.1 µM), for inactives: top-dose growth rescue (activation), most hits filed as activators; S. cerevisiae fusion-defective mutant growth rescue, CellTiterGlo 48 h; 320,000 compounds, 0.23% hits;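 note: potency is the fitted concentration of half-maximal effect; % of control where 0% means no effect; nearly all actives have a fitted effect of over 45% in size; temperature-sensitive fusion mutants such as fzo1-1 at 37 °C on non-fermentable ethanol glycerol medium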
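S. cerevisiae fusion-defective temperature-sensitive mutants (e.g. fzo1-1, mgm1-5) grown 48 h at 37C in YPEG (ethanol/glycerol non-fermentable) medium with 23 nl compound per well; growth rescue read as CellTiterGlo luminescence.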
* hit, by the source's call; ? = inconclusive; · = no result given; [ ] = dose if it differs, or a comment. Unless noted, calls come from the whole dose curve; as a rule, active = well fitted curve in the direction sought with a large enough effect; inconclusive = small, poorly fitted or top-dose-only effect, or another doubt; inactive = no such curve, though single readings can be large; an effect the other way counts as inactive or inconclusive. A portion of the library; the hit share may differ from the screen's.

Below each SMILES – NPC1 prom act	Menin MLL FP TR	RORgamma inh	KCNH2 3.1 inh	MBNL1 CUG block	ELG1 DNA repair	Rab9 prom act	FLuc modulator	PKM2 activator	VP16 counter	Mito fusion act
O=C(NCCCN1CCCC1=O)c1ccc(NS(=O)(=O)c2ccccc2)cc1
 : -1%	·	·	-1	·	-2%	-2%	-1%	·	·	-4%
COc1cccc(CN2CC(C(=O)NCc3ccc(Cl)s3)CCC2=O)c1 (stereo unspecified)
 : -6%	-5%	?	-12	-2%	-3%	-3%	2%	3%	-8%	2%
CCN(c1ccccc1)S(=O)(=O)c1ccc(C(=O)Nc2nccs2)cc1
 : -1%	?	?	-1	-5%	-19%	0%	-1%	-10%	?	-2%
CCC(=O)Nc1cccc(C(=O)/C=C/c2cc(Br)ccc2OC)c1
 : 0%	·	11µM*	-27	-4%	?	-22%	?	3%	?	-15%
O=C(CNC(=O)c1ccccc1F)N/N=C\C=C\c1ccccc1
 : -5%	·	-40%	7	?	?	1%	-12%	·	5%	-3%
C=CCn1c(SCc2cccc(C#N)c2)nnc1-c1ccccc1O
 : 0%	-11%	?	8	-14%	-2%	0%	-2%	-5%	?	5%
O=C(CSc1ncn[nH]1)NC12CC3CC(CC(C3)C1)C2
 : 7%	·	-1%	7	-1%	0%	-4%	-4%	-22%	1%	0%
CC(C)CNS(=O)(=O)c1ccc(OCC(=O)Nc2ccc3c(c2)OCCO3)cc1
 : -2%	?	17%	4	-15%	4%	1%	1%	6%	23%	1%
CCn1c(N2CCN(C(=O)Nc3ccc(F)cc3)CC2)nc2ccccc21
 : 1%	35%[activator]	9%	-4	10%	?	-7%	-1%	1%	-8%	-3%
O=[N+]([O-])c1ncccc1OCc1ccc(Br)cc1F
 : -2%	-7%	-13%	-25	-5%	17%	-3%	1%	-2%	-11%	7%
CN1C2CCC1CC(NS(=O)(=O)c1cc(Cl)c(Cl)cc1Cl)C2 (stereo unspecified)
 : 1%	·	-12%	17	-2%	12%	8%	1%	2%	-6%	-3%
O=C(CNC(=O)c1ccccc1F)c1ccccc1
 : 0.45µM*	0%	11µM*	23	-2%	?	0.45µM*	3.4µM*	-12%[11.5 µM]	?	-3%
O=C(NCc1cccc(Cl)c1)c1cccc(C(F)(F)F)c1
 : -3%	0%	19%	-14	-12%	-3%	0%	3%	0%	1%	8%
COc1cc(/C=N/n2c(C3CCCCC3)n[nH]c2=S)cc(OC)c1O
 : 0%	?	-31%	1	-4%	?	-3%	-2%	·	-4%	-5%
CCOc1ccccc1N1CCN(C(=S)NCc2ccccc2)CC1
 : 0%	21%	1%	5	-8%	?	-4%	-5%	·	-7%	-1%
CNS(=O)(=O)c1ccc2ccccc2c1
 : 3%	·	0%	4	-4%	?	0%	-3%	-12%	-6%	-4%
O=C(COC(=O)Cn1cc(C(F)(F)F)ccc1=O)NCc1ccccc1
 : 1%	·	·	-1	·	12%	-2%	3%	·	·	-7%
CCOC(=O)c1cc(-c2ccc(Cl)cc2)nc2onc(C)c12
 : 0%	18%	4%	·	2%	-21%	-6%	2%	-1%	1%	0%
CCC(=O)Nc1nc2ccccc2n1Cc1ccc(Cl)cc1
 : -5%	-1%	0.4µM*	-19	8%	?	-18%	0%	-1%	1.3µM*	9%
O=C(Nc1ccccc1-c1nc2ccccc2s1)c1cccnc1
 : -3%	-1%	5%	-2	-6%	-2%	-8%	4%	-2%	-7%	-2%
COC(=O)c1sccc1-n1cccc1C(=O)C(=O)N1CCOCC1
 : -2%	-4%	12%	36	-5%	2%	-9%[1.84 µM]	6%	0%	4%[10 µM]	6%
CCOc1ccc(S(=O)(=O)Nc2ccc(C(=O)N/N=C(\C)c3ccc(-n4ccnc4)cc3)cc2)cc1
 : -1%	-12%	14%	-45	-9%	?	-3%	-15%	-5%	0%	-1%
Cc1ccc(N(C(=O)c2ccncc2)C2C=CS(=O)(=O)C2)cc1 (stereo unspecified)
 : 1%	-5%	3%	5	3%	14%	0%	2%	-16%	-10%	1%
O=C/C(=C\Nc1ccccn1)c1nc2cc(Cl)ccc2o1
 : 10%	21%	5.6µM*	15	-28%	?	26%	?	-11%	10µM*	-2%
Cc1cc(C)n(-c2ccc(C(=O)OC(C)C)cc2)n1
 : 8%	-10%	0%	12	0%	14%	3%	?	-17%	4%	2%
Cc1cccc(C)c1N1C(=O)C(Cl)=C(N2CCCC2)C1=O
 : -11%	-11%	-35%	11	6%	-7%	-3%	-6%	1%[11.5 µM]	-3%	0%
O=C(O)CC1Sc2nc3ccccc3n2C1=O (stereo unspecified)
 : -1%	0%	-5%	-22	-5%	9%	-1%	0%	0%	-1%	-5%
Cc1noc(C)c1CSCC(=O)N(CC(C)C)c1c(N)n(Cc2ccccc2)c(=O)[nH]c1=O
 : 1%	·	·	-1	·	-18%	-4%	-1%	·	·	2%
O=C(Nc1ccncc1)C1CCN(S(=O)(=O)c2cccs2)CC1
 : -3%	-8%	23%	-5	0%	-11%	1%	-3%	8%	-4%	-3%
O=C(CCc1nnc(-c2ccsc2)o1)N1CCCCC1CCn1ccnc1 (stereo unspecified)
 : -2%	-2%	0%	1	-15%	17%	1%	0%	-32%	-18%	6%
CCCn1nnc(NC(=O)c2ccc3c(c2)OCO3)n1
 : 2.8µM*	·	-25%	3	-9%	?	1.6µM*	19µM*	1%	-16%	-2%
CCOC(=O)N1CCC(Nc2c(NCCCN(C)Cc3ccccc3)c(=O)c2=O)CC1
 : 1%	-6%	3%	7	-1%	8%	1%	4%	1%	0%	2%
CCC(C)N(C(=O)CSc1nc(-c2ccccc2)cs1)C1CCS(=O)(=O)C1 (stereo unspecified)
 : 1%	1%	3%	6	6%	-3%	-5%	17µM*	0%	18%	2%
Cn1c(SCC(=O)NCC2CCCO2)nnc1-c1ccc(Cl)cc1 (stereo unspecified)
 : -5%	·	·	-6	·	26%	0%	-1%	·	·	1%
COc1ccc(C)cc1S(=O)(=O)N1CCN(C(=O)c2ncoc2-c2ccc(C)cc2)CC1
 : -4%	-21%	-5%	-9	-4%	-14%	3%	2%	7%	18%	11%
CCCCCc1c(C)nc(Nc2ccccc2)[nH]c1=O
 : -3%	-12%	?	13	6%	-13%	-12%	1%	-6%	4%[0.365 µM]	23%
O=C1C2C3C=CC(C3)C2C(=O)N1CCN1CCN(S(=O)(=O)/C=C/c2ccccc2)CC1 (stereo unspecified)
 : 1%	-19%	-1%	5	-4%	-13%	-7%	-11%	-10%	-3%	7%
COc1ccc(CCCC(=O)N/N=C/c2ccc(C)cc2)cc1
 : 2%	-13%	20%	0	·	1%	-1%	?	0%	-13%	1%

Compound profiles, as listed above. Values in the order: NPC1 prom act | Menin MLL FP TR | RORgamma inh | KCNH2 3.1 inh | MBNL1 CUG block | ELG1 DNA repair | Rab9 prom act | FLuc modulator | PKM2 activator | VP16 counter | Mito fusion act
Profile of COc1ccc(C)cc1S(=O)(=O)N1CCN(C(=O)c2ncoc2-c2ccc(C)cc2)CC1 → -4% | -21% | -5% | -9 | -4% | -14% | 3% | 2% | 7% | 18% | 11%
Profile of Cn1c(SCC(=O)NCC2CCCO2)nnc1-c1ccc(Cl)cc1 (stereo unspecified) → -5% | · | · | -6 | · | 26% | 0% | -1% | · | · | 1%

Screens deposited in PubChem by National Center for Advancing Translational Sciences (NCATS).
